# Polio RdRp inh = poliovirus RNA polymerase inhibition; actives 0.66% (n = 150,000); poliovirus polymerase elongation, fluorescence polarization; active compounds read low; % elongation, % (compound at 16.7 µg/mL); in the data active means % elongation below about 90%; further: some results filed as inactive read as strong as hits
# Target sequence (P03300 1749-2209 limits assumed): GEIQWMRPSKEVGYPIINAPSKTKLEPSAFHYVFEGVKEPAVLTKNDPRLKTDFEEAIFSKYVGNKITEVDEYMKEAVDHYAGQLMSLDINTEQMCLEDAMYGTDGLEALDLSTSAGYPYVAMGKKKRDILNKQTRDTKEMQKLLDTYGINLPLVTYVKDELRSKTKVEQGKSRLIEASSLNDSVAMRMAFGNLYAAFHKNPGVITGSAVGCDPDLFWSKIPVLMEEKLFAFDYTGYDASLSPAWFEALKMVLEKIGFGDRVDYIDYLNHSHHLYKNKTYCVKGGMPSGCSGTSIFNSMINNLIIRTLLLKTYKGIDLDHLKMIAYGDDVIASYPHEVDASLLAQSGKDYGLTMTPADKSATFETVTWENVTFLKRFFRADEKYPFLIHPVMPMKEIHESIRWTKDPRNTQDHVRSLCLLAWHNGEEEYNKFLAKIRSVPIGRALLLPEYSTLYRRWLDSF
# Polio RdRp inh FP z-score = also measured in Polio RdRp inh; calls as there; z-score; measured here: FP z-score; hits read low
# * = called active by the depositor; & = joins results of further samples.
# Every second line gives: Polio RdRp inh	Polio RdRp inh FP z-score
COc1ccc(C)cc1NC(=O)c1c2c(nc3ccccc13)C(=O)N(C1CCCCC1)C2
    103	-0.2
Cc1ccccc1S(=O)Cc1ccc(C(=O)N2CCN(c3cccc(C)c3C)CC2)o1 (centres undefined)
    107	0
CC(=O)Nc1ccc2c(c1)C(C)(C)C(C)N2C (centres undefined)
    103	0.1
CCc1c(C)[nH]c(C)c1C(=O)OC
    99	-0.5
Cc1nnc(SCCOc2ccccc2Cl)[nH]c1=O
    102	-0.1
OCC#CCSc1ncnn1-c1ccccc1
    100	0.1
CNC(=O)Cn1cccc1C(=O)c1ccccc1C
    104	0.5
CN(C(=O)COC(=O)c1ccc(Br)cc1)C1CCCCC1
    103	0.8
Cc1nnsc1C(=O)NCc1ccc(F)cc1
    99	-1.2
O=C(O)c1ccccc1C1Nc2ccccc2S(=O)(=O)N1Cc1ccccc1 (centres undefined)
    103	0.2
CCc1ccc(/C=N\N2CCN(c3ccccc3)CC2)cc1
    104	0.5
CC(OC(=O)C1=COCCO1)C(=O)Nc1ccccc1C#N (centres undefined)
    108	0.6
CCC(=O)n1nc(-c2ccco2)nc1SC
    99	-0.5
O=S(=O)(Cc1noc(-c2ccno2)n1)Cc1ccco1
    100	-0.4
COc1ccc(OC)c(CCNC(=O)CS(=O)(=O)Cc2nc(-c3cccc(Cl)c3)oc2C)c1
    101	-1
CCS(=O)(=O)c1ccc2oc(SCC(=O)Nc3ccc(OC)cc3OC)nc2c1
    107	0.6
COc1ccccc1/C=C/c1nc(C#N)c(N2CCN(c3ccccc3)CC2)o1
    99	-2.2
Cc1ccc(Cl)cc1NC(=O)CCN1C(=O)c2ccccc2Sc2ncccc21
    102	-0.2
CCOC(=O)C1=NN(c2ccccc2)C(=O)/C1=C\c1ccc(N(C)C)cc1
    103	0.8
O=C(Nc1ccc2c(c1)CCC2)c1ccccn1
    103	0.1
C=C1c2ccccc2NC(=S)N1C
    102	-0.2
NC(=O)NC(=O)Cc1nc2ccccc2s1
    102	-0.1
COc1ccc(NC(=O)C(C)n2nnc3sc(-c4ccccc4)cc3c2=O)cc1Cl (centres undefined)
    76*	-5*
CC(C)OC(=O)CC12CN3CC(CC(=O)OC(C)C)(CN(C1)C(=O)c1ccccc1C3=O)C2=O
    103	0.3
CC(C)CN(CCCNC(=O)CN1C(=O)COc2ccc(S(=O)(=O)N3CCCCCC3)cc21)CC(C)C
    111	2.1
O=C(COCC(=O)Nc1ccc(Cl)cc1F)Nc1ccc(Cl)cc1F
    102	-0.1
Cc1oc(-c2ccccc2F)nc1CS(=O)(=O)CC(=O)NCCc1ccc(Cl)cc1
    103	-0.3
COc1ccc(C2=C(C)C(=NCCCN3CCN(c4cc(Cl)ccc4C)CC3)NS2(=O)=O)cc1
    106	-0.3
COc1ccc(N=Cc2cn(-c3ccccc3)nc2-c2cccs2)cc1
    102	0
FC(F)(F)c1ccc(Cl)c(Nc2ncnc(-n3cccc3)n2)c1
    105	0.2
CCOC(=O)CNC1=NCc2ccccc21
    100	-0.3
CCCCCn1c(=O)[nH]c2cc(C(=O)N3CCN(c4cccc(C)c4)C(C)C3)ccc2c1=O (centres undefined)
    105	0
CCC(Sc1nc2c(sc3ccccc32)c(=O)n1CCc1ccccc1)C(=O)N(CC)CC (centres undefined)
    113	1.2
CN(C)C(=O)c1nn(-c2ccc(Cl)cc2)c(=O)c2ccccc12
    103	0.4
O=C(O)Cc1ccc2c(c1)OCO2
    100	-0.2
Cc1ccc(-n2c(COc3cccc(C)c3)n[nH]c2=S)cc1
    101	-0.2
CCCC(=O)Nc1nc2ccc(N)cc2s1
    98	-1.3
CC(=O)N1CCC2(CC1)CC(=O)c1cc(OCC(=O)N3CCCC3)ccc1O2
    102	0.5
CCC(CO)n1c(SCc2cc(=O)oc3cc(C)ccc23)nc2ccccc2c1=O (centres undefined)
    100	-0.3
Cc1ccc(CNC(=O)CCn2ccc3cc(S(=O)(=O)N4CCCC4)ccc32)cc1
    110	0.4
COC(=O)COC(=O)c1ccc2[nH]c(=O)c(=O)[nH]c2c1
    102	-0.6
O=C(CNS(=O)(=O)c1ccccc1)N1CCCC1
    102	0.3
Cc1cc(NCCN(C)C)c2ccccc2n1
    92	-1.8
CN1CCc2c(Nc3ccc(Cl)cc3)nc3[nH]n(-c4ccccc4)c(=O)c3c21
    103	0.1
O=C(Nc1ccc(Cl)cc1)c1cnc(N2CCCC2)nc1
    102	0.6
CC(=O)c1cccc(NC(=O)N2CCC(CN3CCCCC3)CC2)c1
    107	-0.5
CCOC(=O)c1c(CN2CCOCC2)n(-c2ccccc2)c2ccc(O)cc12
    98	-0.6
COc1cc(C(=O)Nc2nnc(CC(C)(C)C)s2)cc(OC)c1OC
    100	-1.6
O=C1CCCCC1OC(=O)C12CC3CC(CC(C3)C1)C2 (centres undefined)
    101	0
O=C(Oc1ccc(Cl)cc1)c1cccs1
    100	-0.3

# Additional results follow:
SMILES | Polio RdRp inh | Polio RdRp inh FP z-score
CCOC(=O)c1sc2nc(NC(=O)C3CC3)sc2c1C | 99 | -0.5
Cn1cnnc1SC(C(=O)Nc1cc(Cl)cc(Cl)c1)c1ccccc1 (centres undefined) | 104 | 0.7
COc1ccc2c(c1)-c1nc(NC(=O)c3ccccc3Br)sc1CC2 | 103 | 0.2
COc1cccc(/C=N/NC(=O)Cc2ccccc2)c1 | 104 | 1
S=C(NCc1ccccc1)NCC(c1cccnc1)N1CCOCC1 (centres undefined) | 101 | 0.2
O=C(CSc1nc(-c2cccs2)cc(C(F)(F)F)n1)NCc1ccncc1 | 102 | 0.2
O=C(NC(=O)c1ccccc1Cl)Nc1ccc2c(c1)S(=O)(=O)C=C2 | 107 | 0.6
CC(C)Oc1ccc(C(=O)Nc2c(C(=O)Nc3cccc(F)c3)oc3ccccc23)cc1 | 102 | -0.7
COc1ccc(C(=O)c2ccccc2)cc1 | 101 | 0
O=C(CNC(=O)OCc1ccccc1)ON1C(=O)CCC1=O | 105 | 0.2
COc1cc(C2Nc3ccccc3-c3nnc(SCc4ccc(Cl)cc4)nc3O2)ccc1OCC(=O)O (centres undefined) | 105 | 0
COc1cccc(NC(=O)c2csnn2)c1 | 100 | -0.4
COC(=O)CCn1nc(-c2ccc(C)cc2)c2ccccc2c1=O | 103 | 0.4
Nc1ccn([C@H]2CC[C@@H](CO)O2)c(=O)n1 | 106&100 | 0.1&0.5
COC(=O)CC1=C(C(=O)OC)C2(C(=O)Nc3ccccc32)C(C#N)=C(N)O1 (centres undefined) | 106 | 0.3
COC(=O)c1ccccc1NC(=O)c1c(Cl)nc2sccn12 | 102 | 0
O=C(NCCc1ccccc1)[C@@H](c1ccccc1)N1Cc2ccccc2C1=O | 97 | -2.8
N/C(=N/c1nc(CSc2ccc(Cl)cc2)cc(=O)[nH]1)Nc1ccc(F)cc1 | 99 | -0.4
CNC(C)c1ccc(OC)c(OC)c1 (centres undefined) | 99 | 0
CC(C(=O)NCc1ccco1)N1CCN(C)CC1 (centres undefined) | 98 | -1.8
COc1ccccc1CNC(=O)COC(=O)Cc1ccc(Br)cc1 | 102 | 0.5
CCCCNC(=O)CSc1nnc(C)c2c(C)n(-c3ccccc3)nc12 | 102 | -0.7
CCC(=O)Nc1nc2cc(Cl)c(C)cc2s1 | 103 | 0.3
Cc1cccc(N2CCN(c3nc4ccccc4c4nc(-c5ccccc5)nn34)CC2)c1C | 106 | 0.4
CC(C)c1ccc(NC(=O)c2ccc3c(c2)CCN3S(=O)(=O)c2ccccc2)cc1 | 108 | 0.6
CN(C(=O)COC(=O)C1(c2ccc(F)cc2)CCCC1)c1ccccc1 | 102 | 0.5
CCc1ccc(NC2=CC(=O)CC(c3ccco3)C2)cc1 (centres undefined) | 101 | 0.1
COc1ccc(CC(=O)Nc2c(C(=O)Nc3ccccc3F)oc3ccccc23)cc1 | 101 | -1
COC(=O)c1ccccc1NC(=O)/C(C#N)=C/c1ccc2noc(-c3ccccc3)c2c1 | 65 | -7.3
COCc1c(C(=O)OCc2cc(=O)oc3cc(C)ccc23)oc2ccccc12 | 102 | 0.1
Cc1cc2c3c([nH]c2cc1S(=O)(=O)N1CCC(C)CC1)CCCC3=O | 101 | 0
N/C(=N\S(=O)(=O)c1ccc(Cl)c(Cl)c1)c1ccccn1 | 106 | 0.5
Cc1ccc(CNC(=O)CCC(=O)N2CC(C)Sc3ccccc32)cc1 (centres undefined) | 108 | 0.3
CCC(=O)N1CCc2cc(Br)cc(S(=O)(=O)NCCc3ccc(OC)c(OC)c3)c21 | 108 | 0.9
O=C(Nc1c2c(nn1-c1cccc(Cl)c1)CS(=O)(=O)C2)c1ccc(S(=O)(=O)N2CCCC2)cc1 | 102 | 0.4
Cc1cc(NC(=O)COC(=O)CCc2c[nH]c3ccccc23)no1 | 106 | 0.4
COc1ccccc1CNC(=O)[C@@H]1CC(O)CN1C(=O)C12CC3CC(CC(C3)C1)C2 (some centres undefined) | 107 | 0.8
CN(/N=C/c1ncc(C(F)(F)F)cc1Cl)C(=O)c1ccc(Cl)cc1 | 102 | -0.2
Cc1ccc(NC(=O)C2CCCN(S(=O)(=O)c3c(C)n[nH]c3C)C2)cc1Cl (centres undefined) | 101 | -1.9
CCOC(=O)c1cnc(Nc2nc3ccccc3s2)nc1CSc1ncccn1 | 105 | 0.6
O=C(OCCCCN1C(=O)c2ccccc2C1=O)c1ccc(S(=O)(=O)N2CCCC2)cc1 | 106 | 0.4
CCN1C(=O)CC(OC(C)=O)C1=O (centres undefined) | 103 | 0.3
CC1(C)CC(=O)C2=C(C1)Nc1ccccc1N(C1OC(=O)c3ccccc31)C2c1ccco1 (centres undefined) | 100 | -0.2
C=C(C)c1cccc(C(C)(C)NC(=O)N2CCCC2)c1 | 102 | 0.1
Cc1ccc(S(=O)(=O)N(CC(O)CN2CCCCC2)c2ccccc2)cc1 (centres undefined) | 99 | -0.2
Nc1nc(CSc2nnc(-c3cccc(Br)c3)n2C2CCCCC2)cs1 | 102 | 0
COc1ccc(-n2c(=O)/c(=C\c3ccccn3)s/c2=C(/C#N)C(=O)NC2CC2)cc1 | 109 | 0.9
Cc1ccc2c(c1)c1c3n2CCN(C2CCO2)C3CCC1 (centres undefined) | 106 | 0.3
Nc1ccccc1OC(=O)C[n+]1ccccc1 | 103 | 0.6
C=CCn1c(Cc2ccc(OC)cc2)nnc1SC(C)C(=O)Nc1ccc2c(c1)OCO2 (centres undefined) | 101 | -0.1
N#Cc1c(N)nc(SCc2ccccc2)c(C#N)c1-c1cccs1 | 100 | -0.2
Cn1ccc2cc(S(=O)(=O)N3CCCC(C(=O)NCc4ccccc4)C3)ccc21 (centres undefined) | 108 | 0.4
Cc1ccc2nc(-c3ccccn3)cc(C(=O)O)c2c1 | 103 | 0.8
O=C(CC1OC(=O)c2ccccc21)Nc1cccc2cccnc12 (centres undefined) | 122 | 3.3
CCCCOc1ccc(OCCNC(=O)C2CCC(=O)N2)cc1 (centres undefined) | 102 | 0
Cc1ccc(NC(=O)c2ccc3oc(=O)c(S(=O)(=O)c4ccccc4)cc3c2)cc1C | 101 | -1.6

# Additional results.
SMILES | Polio RdRp inh | Polio RdRp inh FP z-score
O=C(NCCN1CCc2ccccc2C1)C1CCN(S(=O)(=O)N2CCCC2)CC1 | 100 | 0
CCOCN(C(=O)Cn1c(-c2ccco2)nc2ccccc21)c1c(C)cccc1CC | 99 | -0.2
CCCS(=O)(=O)NCCc1sc2nc(-c3ccc(Cl)cc3)nn2c1C | 104 | -0.7
C=CCN1C(=O)/C(=C/C=c2\c3cccc4cccc(c43)n2CC)SC1=S | 98 | -0.4
CCNc1oc(-c2ccc(F)cc2)nc1S(=O)(=O)c1ccc(Cl)cc1 | 98 | -0.2
N=c1oc2ccc3ccccc3c2cc1C(=O)Nc1ccccc1 | 103 | 0.3
COc1cc(Cl)c(C)cc1NC(=O)c1cnc(C)cn1 | 101 | -0.2
Cc1c(N2CCCC2)cc2c(c1-n1cccc1)C(C)(C)CC2(C)C | 106 | 0.4
CN(C)CN1C(=O)c2ccccc2C1=O | 103 | 0.2
CC1(C)CC(=O)c2sc(NC(=O)/C=C/c3ccccc3)nc2C1 | 105 | 0.6
Cc1cccc(N2CCN(c3ncnc4onc(C)c34)CC2)c1C | 108 | 0.4
O=C(CN1C(=O)c2ccccc2Sc2ccc(C(=O)N3CCOCC3)cc21)Nc1ccc(Cl)cc1F | 106 | 0

# Random excerpt: two entries already listed.
SMILES | Polio RdRp inh | Polio RdRp inh FP z-score
O=C(O)Cc1ccc2c(c1)OCO2 | 100 | -0.2
N/C(=N\S(=O)(=O)c1ccc(Cl)c(Cl)c1)c1ccccn1 | 106 | 0.5

# Among those listed so far, these have an aryl thioether with sulfur outside any ring.
SMILES | Polio RdRp inh | Polio RdRp inh FP z-score
Cc1nnc(SCCOc2ccccc2Cl)[nH]c1=O | 102 | -0.1
OCC#CCSc1ncnn1-c1ccccc1 | 100 | 0.1
CCC(=O)n1nc(-c2ccco2)nc1SC | 99 | -0.5
CCS(=O)(=O)c1ccc2oc(SCC(=O)Nc3ccc(OC)cc3OC)nc2c1 | 107 | 0.6
CCC(Sc1nc2c(sc3ccccc32)c(=O)n1CCc1ccccc1)C(=O)N(CC)CC (centres undefined) | 113 | 1.2
CCC(CO)n1c(SCc2cc(=O)oc3cc(C)ccc23)nc2ccccc2c1=O (centres undefined) | 100 | -0.3
Cn1cnnc1SC(C(=O)Nc1cc(Cl)cc(Cl)c1)c1ccccc1 (centres undefined) | 104 | 0.7
O=C(CSc1nc(-c2cccs2)cc(C(F)(F)F)n1)NCc1ccncc1 | 102 | 0.2
COc1cc(C2Nc3ccccc3-c3nnc(SCc4ccc(Cl)cc4)nc3O2)ccc1OCC(=O)O (centres undefined) | 105 | 0
N/C(=N/c1nc(CSc2ccc(Cl)cc2)cc(=O)[nH]1)Nc1ccc(F)cc1 | 99 | -0.4
CCCCNC(=O)CSc1nnc(C)c2c(C)n(-c3ccccc3)nc12 | 102 | -0.7
CCOC(=O)c1cnc(Nc2nc3ccccc3s2)nc1CSc1ncccn1 | 105 | 0.6
Nc1nc(CSc2nnc(-c3cccc(Br)c3)n2C2CCCCC2)cs1 | 102 | 0
C=CCn1c(Cc2ccc(OC)cc2)nnc1SC(C)C(=O)Nc1ccc2c(c1)OCO2 (centres undefined) | 101 | -0.1
N#Cc1c(N)nc(SCc2ccccc2)c(C#N)c1-c1cccs1 | 100 | -0.2

# Some of the compounds tested (hit frequency here may not be typical).
